DDE Tn6 FP inh: inhibitors of Tn6 peptide binding to fibrin DD(E), primary screen, biochemical, fluorescence polarization, human fibrin, Tn6 probe | Fibrin DD(E) TRITC-Tn6 fluorescence polarization displacement | inhibition, % at 8.3 µM | actives 0.21% (n = 370,000);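 active means inhibition above a per-campaign cutoff: mean of compounds within control limits plus 3 SD, cut at about 15% in these data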;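 further: 0% = median of all compound wells on the plate and 100% = blocking peptide control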
Target sequence (P02675 whole entry, looked up): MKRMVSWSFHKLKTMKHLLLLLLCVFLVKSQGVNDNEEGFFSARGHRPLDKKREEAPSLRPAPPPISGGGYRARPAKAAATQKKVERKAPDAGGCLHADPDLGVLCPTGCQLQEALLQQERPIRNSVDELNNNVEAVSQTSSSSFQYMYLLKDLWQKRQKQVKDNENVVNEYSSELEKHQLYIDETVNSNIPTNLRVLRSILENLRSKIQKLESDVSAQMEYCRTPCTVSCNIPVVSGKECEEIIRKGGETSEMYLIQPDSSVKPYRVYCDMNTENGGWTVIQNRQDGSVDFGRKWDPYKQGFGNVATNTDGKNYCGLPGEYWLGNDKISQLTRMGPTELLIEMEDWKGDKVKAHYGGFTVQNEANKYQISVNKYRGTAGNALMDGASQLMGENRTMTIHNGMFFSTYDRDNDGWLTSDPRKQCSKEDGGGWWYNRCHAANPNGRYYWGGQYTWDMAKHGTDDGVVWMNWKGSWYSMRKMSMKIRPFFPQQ
proKLK7 act: proKLK7 zymogen activators, primary screen, biochemical, fluorescence intensity. Kallikrein-7 (Homo sapiens), P49862. activation, % at 7 µM. purified proKLK7, EDANS-DABCYL substrate fluorescence; 100% is mature enzyme control, 0% vehicle. AID 652039, 2013. actives 0.9% (n = 370,000);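 active means activation above the mean of all tested compounds plus 3 SD, computed per campaign excluding outliers beyond control limits, cut at about 13% in these data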
Target sequence (P49862 whole entry, looked up): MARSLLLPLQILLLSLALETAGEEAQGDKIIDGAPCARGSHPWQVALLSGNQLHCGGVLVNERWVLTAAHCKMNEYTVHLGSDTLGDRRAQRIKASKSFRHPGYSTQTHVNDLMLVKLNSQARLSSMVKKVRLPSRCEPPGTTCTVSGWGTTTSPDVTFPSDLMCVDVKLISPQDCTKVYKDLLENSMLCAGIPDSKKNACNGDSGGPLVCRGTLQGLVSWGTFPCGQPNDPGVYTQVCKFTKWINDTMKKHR
ASAP1 GAP inh: inhibitors of human ASAP1 ArfGAP activity, primary screen, biochemical, fluorescence polarization | Arf-GAP with SH3 domain, ANK repeat and PH domain-containing protein 1 (Homo sapiens), … | ASAP1-stimulated ARF1 GTP hydrolysis, GDP FP detection | inhibition, % at 16.5 µM | actives 0.19% (n = 360,000); in the data active means inhibition above about 25%;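 further: 0% = vehicle with enzyme and substrate and 100% = no enzyme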
ARFGAP1 inhibitor: inhibitors of rat ARFGAP1 GAP activity, primary screen, biochemical, fluorescence polarization, GDP tracer. ADP-ribosylation factor GTPase-activating protein 1 (Rattus norvegicus), Q62848. Arfgap1-stimulated ARF1 GTP hydrolysis, GDP FP detection. inhibition, % at 16.5 µM. actives 0.26% (n = 360,000);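 active means inhibition above a per-plate limit, mean inhibition of low control wells plus 3 SD, cut at about 25% in these data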;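 further: 0% = DMSO wells with enzyme and 100% = wells lacking Arfgap1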
Target sequence (Q62848 1-136 limits assumed): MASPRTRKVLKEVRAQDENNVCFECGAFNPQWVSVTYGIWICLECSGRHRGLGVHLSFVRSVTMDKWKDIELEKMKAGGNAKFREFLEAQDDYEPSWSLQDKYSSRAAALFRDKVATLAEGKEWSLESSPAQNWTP
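System: truncated rat Arfgap1 GAP domain / Medium: HEPES-based buffer, pH 7.5 / Also added: N-terminally truncated human ARF1-GTP substrate / Incubation: enzyme reaction 120 min at 25 °C after 20 min preincubation / Measured by: FP of antibody-bound GDP Alexa 633 tracer, ex 620/em 688 nm / Replicates: singlicate, each compound tested once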
ADAM17 inh: ADAM17 inhibitors, primary screen, biochemical, QFRET | Disintegrin and metalloproteinase domain-containing protein 17 (Homo sapiens), P78536 | recombinant ADAM17, EDANS/DABCYL FRET peptide cleavage | inhibition, % at 6.95 µM | actives 0.83% (n = 370,000);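 active means inhibition above the mean of compounds lying between control limits plus 3 SD, set per campaign, cut at about 8.5% in these data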;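 further: 0% = DMSO-only wells as the low control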
TDP2 inh: human TDP2 enzyme inhibitors, primary screen, biochemical, epi absorbance, recombinant enzyme | actives 0.34% (n = 370,000) | inhibition, % at 12.8 µM | T5PNP hydrolysis, p-nitrophenol absorbance 415 nm;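 active means inhibition above the mean of all tested compounds plus 3 SD, set per campaign, cut at about 25% in these data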;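 further: 0% = DMSO with enzyme and 100% = buffer with substrate but no TDP2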
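System – recombinant human TDP2 · Amount – 120 nM TDP2 per well · Buffer or medium – Mg2+-containing Tris-HCl buffer, pH 7.5 · Reagent – T5PNP substrate, 5 mM · Dosing – 12.8 µM single point, 1% DMSO · Incubation – 2 h at 37 °C · Measured by – epi absorbance · Read-out basis – percent inhibition · Benchmarks – high control without enzyme, low control DMSO plus TDP2 · Repeats – singlicate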
PLC-gamma1 inh: PLC-gamma1 enzyme inhibitors, primary screen, biochemical, fluorescence, purified enzyme; 1-phosphatidylinositol 4,5-bisphosphate phosphodiesterase gamma-1 (Homo sapiens), P19174; fluorogenic substrate; inhibition, % at 12.2 µM; actives 0.84% (n = 370,000); in the data active means inhibition above about 9.5%
ADAM10 inh: human ADAM10 inhibitors, primary screen, biochemical, QFRET, HTS | Disintegrin and metalloproteinase domain-containing protein 10 (Homo sapiens), O14672 | recombinant ADAM10, EDANS/DABCYL FRET peptide cleavage, 3 h | inhibition, % at 7 µM | actives 0.62% (n = 370,000) | AID 720582, 2013;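 active means inhibition above a per-campaign cutoff equal to the mean of compounds falling between control-based bounds plus 3 SD, cut at about 20% in these data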;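 further: 0% = DMSO wells while the 100% control is not disclosed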
DDE Tn7 FP inh: inhibitors of Tn7 peptide binding to fibrin DD(E), primary screen, biochemical, fluorescence polarization, human fibrin, Tn7 probe; actives 0.13% (n = 370,000); Fibrinogen beta chain (Homo sapiens), P02675; inhibition, % at 8.3 µM; FP displacement of FITC-Tn7 peptide from fibrin DD(E); 0% = median of compound wells per plate; AID 720508, 2013;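 active means inhibition above the mean of compounds falling within the control limits plus 3 SD of them, cut at about 14% in these data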;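 further: 0% = plate median of compound wells and 100% = 10 µM Aha-Tn7 peptide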
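Assay system: human fibrin DD(E) protein / Input: 2 µM fibrin DD(E) / Benchmarks: high control of 10 µM Aha-Tn7 peptide / Measured by: fluorescence polarization of the labelled Tn7 tracer / Medium: Tris buffer with calcium and detergent, pH 7.8 / Timing: 10 min compound pre-incubation, 3 h probe incubation at room temperature / Repeats: one replicate per compound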
LEDGF integ inh: blockers of LEDGF/p75-dependent integrase strand transfer – biochemical, TR-FRET, high throughput, primary screen; HIV-1 integrase (with human LEDGF/p75); TR-FRET IN-LEDGF/p75 DNA integration, Eu/Cy5; inhibition, % at 3.7 µM; actives 0.64% (n = 370,000); AID 743269, 2014;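 active means inhibition above the screen-wide mean plus 3 SD, cut at about 13% in these data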;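 further: signal is the Cy5 over europium emission ratio at 671 and 618 nm; 0% = plate median of compound wells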
Numbers without * were called inactive; i = inactive; . = not tested or not shown.

Field names – A = DDE Tn6 FP inh; B = proKLK7 act; C = ASAP1 GAP inh; D = ARFGAP1 inhibitor; E = ADAM17 inh; F = TDP2 inh; G = PLC-gamma1 inh; H = ADAM10 inh; I = DDE Tn7 FP inh; J = LEDGF integ inh
1. NC(=O)c1ccsc1NC(=O)CCS(=O)(=O)c1ccccc1
  A = 5	B = 0.0	C = -9	D = -7	E = 0	F = 12	G = 0	H = -1	I = -7	J = 1

2. CCN(Cc1cccs1)C(=O)c1cccc(S(=O)(=O)N2CCN(C)CC2)c1
  A = -6	B = 0.1	C = 10	D = 10	E = 0	F = -6	G = -2	H = -2	I = 2	J = 6

3. Cc1cccnc1NC(=O)c1ccc(S(=O)(=O)NCc2ccco2)cc1
  A = 1	B = -0.2	C = 4	D = -5	E = 1	F = -6	G = 3	H = -3	I = -1	J = 1

4. O=C(NC1CCCCC1)C(c1ccco1)N(C(=O)c1csnn1)c1cccc(F)c1 (configuration not stated)
  A = -3	B = -1.3	C = -4	D = 8	E = -1	F = -2	G = 3	H = 4	I = -1	J = 4

5. CC(C)(C)OC(=O)N1CCC[C@H]1C(=O)Nc1ccc(Br)cc1
  A = -4	B = 0.4	C = 5	D = 6	E = 1	F = 4	G = 1	H = 0	I = 4	J = 2

6. C=CCNC(=O)C1CC(=O)N(c2ccc(OCC(=O)Nc3ccc(Cl)cc3)cc2)C1 (configuration not stated)
  A = -2	B = -0.6	C = -9	D = -2	E = -1	F = -17	G = 4	H = 7	I = 5	J = -1

7. N#C/C(=C\c1ccccc1)C(=O)Nc1nncs1
  A = -3	B = 3.4	C = 2	D = -9	E = -60	F = -19	G = -11	H = -126	I = 1	J = -1

8. O=C(CN1CCOCC1)Nc1ccc2c(c1)OCCO2
  A = 2	B = 0.0	C = -6	D = -2	E = 1	F = 9	G = 0	H = -1	I = -2	J = 1

9. Cc1ccc(C(C(=O)NCc2ccccc2)N(C(=O)c2ccccn2)c2ccccc2)o1 (configuration not stated)
  A = -2	B = 0.3	C = -9	D = 6	E = -5	F = 0	G = 1	H = -6	I = 0	J = 0

10. COc1ccc(Br)cc1C(=O)Nc1cc(C)cc(C)c1
  A = 2	B = 0.3	C = 10	D = 6	E = 3	F = 3	G = 7	H = 7	I = -3	J = -1

11. CCOc1cccc(/C=C/c2ccc3cccc(O)c3n2)c1OC
  A = -4	B = 0.5	C = 3	D = -4	E = 3	F = 1	G = -30	H = 2	I = 7	J = 5

12. Cc1onc(-c2c(F)cccc2Cl)c1C(=O)N1CCCCC1
  A = -1	B = -0.1	C = 14	D = 10	E = -1	F = 0	G = 1	H = -9	I = -5	J = 3

13. Cc1ccc(C)c(CN2CCC(CNC(=O)Nc3cccc(Cl)c3C)CC2)c1
  A = 6	B = 0.1	C = -6	D = 2	E = -4	F = 1	G = 2	H = 0	I = -3	J = -2

14. NC(=O)c1ccc(NC(=O)CNc2cc(S(=O)(=O)N3CCOCC3)ccc2N2CCCC2)cc1
  A = 4	B = 0.3	C = 2	D = 10	E = -1	F = -2	G = -6	H = -1	I = -2	J = 5

15. CC(C)CC1NC(=O)c2cccnc2-n2c1nc1cc(F)ccc1c2=O (configuration not stated)
  A = 1	B = 0.0	C = -3	D = -7	E = -3	F = -7	G = -7	H = -14	I = 9	J = -4

16. CSc1ccc(Cn2c(C)c(C(=O)NCc3ccc(Cl)c(Cl)c3)sc2=O)cc1
  A = 2	B = 0.3	C = 10	D = -5	E = 8	F = 7	G = 3	H = 21*	I = 4	J = -4

17. CC(C)[C@H](NC(N)=O)C(=O)Nc1ccc(Oc2ccccc2)cc1
  A = 2	B = -0.7	C = -10	D = 1	E = -1	F = -9	G = 4	H = 1	I = -6	J = 1

18. CCCC(C(=O)NCc1ccco1)N(C(=O)CNS(=O)(=O)c1ccc(Cl)cc1)C1CCCC1 (configuration not stated)
  A = 1	B = 0.6	C = 13	D = 13	E = 4	F = -12	G = 7	H = 8	I = -6	J = -1

19. COc1ccccc1CNc1nc(C)c(C(=O)N(C)C)s1
  A = 7	B = -0.3	C = 10	D = 1	E = 0	F = 9	G = 3	H = 4	I = -11	J = 2

20. O=C(NCc1ccco1)c1ccccc1Br
  A = 3	B = -0.2	C = -6	D = 4	E = 0	F = -13	G = 2	H = -1	I = -5	J = -1

21. CC(Nc1nc(N2CCOCC2)nc2ccccc12)c1ccccc1 (configuration not stated)
  A = 5	B = -4.7	C = 1	D = 6	E = -170	F = 1	G = -35	H = i	I = 1	J = 4

22. Cc1ccc(C(=O)CSc2nccn2-c2ccccc2)cc1
  A = 5	B = -0.4	C = 1	D = -5	E = -4	F = 1	G = -5	H = -5	I = -1	J = -2

23. CCCCN(C)S(=O)(=O)c1ccc(C(=O)Nc2nnc(CSC)o2)cc1
  A = -7	B = 0.6	C = -7	D = 0	E = -1	F = 2	G = -1	H = -1	I = -1	J = 6

24. O=C(NCCc1ccccc1)c1c[nH]c2ccccc2c1=O
  A = 2	B = -0.3	C = -2	D = -2	E = 2	F = -12	G = 9	H = -1	I = -4	J = 4

25. COc1ccc(OCCCC(=O)Nc2nncs2)cc1
  A = 5	B = -0.7	C = 2	D = 6	E = -6	F = -4	G = -1	H = -8	I = 2	J = -3

In the list so far, these contain a thiophene ring, fused or not:
Field names – A = DDE Tn6 FP inh; B = proKLK7 act; C = ASAP1 GAP inh; D = ARFGAP1 inhibitor; E = ADAM17 inh; F = TDP2 inh; G = PLC-gamma1 inh; H = ADAM10 inh; I = DDE Tn7 FP inh; J = LEDGF integ inh
1. NC(=O)c1ccsc1NC(=O)CCS(=O)(=O)c1ccccc1
  A = 5	B = 0.0	C = -9	D = -7	E = 0	F = 12	G = 0	H = -1	I = -7	J = 1

2. CCN(Cc1cccs1)C(=O)c1cccc(S(=O)(=O)N2CCN(C)CC2)c1
  A = -6	B = 0.1	C = 10	D = 10	E = 0	F = -6	G = -2	H = -2	I = 2	J = 6

Next section.
Field names – A = DDE Tn6 FP inh; B = proKLK7 act; C = ASAP1 GAP inh; D = ARFGAP1 inhibitor; E = ADAM17 inh; F = TDP2 inh; G = PLC-gamma1 inh; H = ADAM10 inh; I = DDE Tn7 FP inh; J = LEDGF integ inh
26. O=C(/C=C/c1ccc(Br)cc1)NCc1cccs1
  A = 3	B = 0.0	C = -2	D = 7	E = 1	F = -5	G = 3	H = 2	I = -12	J = 6

27. O=C1c2ccccc2-c2c1nc1c([n+]2[O-])CCCC1
  A = 6	B = -0.2	C = 2	D = -5	E = -2	F = 14	G = 1	H = -137	I = 9	J = 1

28. Cc1ccc(S(=O)(=O)NCCc2cc3ccc(C)c(C)c3[nH]c2=O)cc1
  A = 3	B = 0.0	C = 2	D = 5	E = -5	F = 6	G = -1	H = -7	I = 6	J = -1

29. CCC[C@H]1OC(=O)[C@@H]2CCCN2C(=O)[C@H]([C@H](C)Cc2ccccc2)NC(=O)[C@@H]2CCCN2C(=O)[C@@H]2CCCN2C(=O)[C@H](C(C)C)OC(=O)[C@@H]2CCCN2C(=O)[C@H](C(C)C)NC(=O)C1(C)C
  A = 1	B = .	C = .	D = .	E = -1	F = 4	G = 1	H = 3	I = 3	J = 0

30. O=C(Nc1cccc(-c2cn3ccsc3n2)c1)c1ccccc1
  A = 1	B = 0.5	C = 3	D = 8	E = -2	F = 10	G = -2	H = 3	I = 3	J = -2

31. O=C(N/N=C/c1ccc(O)c(O)c1)C1c2ccccc2Oc2ccccc21
  A = 6	B = -4.9	C = -12	D = -4	E = 1	F = -1	G = -12	H = -3	I = 1	J = -3

32. C[C@H](CO)N1C[C@H](C)[C@@H](CN(C)Cc2ccncc2)Oc2c(NC(=O)C3CC3)cccc2C1=O
  A = -2	B = 0.1	C = -16	D = 7	E = -6	F = 6	G = -1	H = -3	I = 0	J = 0

33. Cc1cc(C)cc(NS(=O)(=O)c2ccc(NC(=S)Nc3ccccc3)cc2)c1
  A = -3	B = 0.1	C = 4	D = 2	E = 1	F = 0	G = 4	H = 2	I = 2	J = 0

34. NC(=O)c1ccsc1NC(=O)COC(=O)CNC(=O)c1ccc(F)cc1
  A = 3	B = -0.1	C = 1	D = -12	E = -1	F = -1	G = -4	H = 1	I = -3	J = 2

35. N#Cc1ccc(CNc2cnccn2)cc1
  A = 2	B = -8.0	C = -7	D = -15	E = -250	F = -13	G = -109	H = i	I = -3	J = 4

36. CC1CCCCN1Cc1c(O)ccc2c(=O)c(-c3ccc(Cl)cc3)coc12 (configuration not stated)
  A = 4	B = 17*	C = -9	D = 17	E = -271	F = -7	G = i	H = i	I = -8	J = 1

37. CCOc1cc(C2C3=C(CC(C)(C)CC3=O)OC3=C2C(=O)CC(C)(C)C3)cc([N+](=O)[O-])c1O
  A = 5	B = -0.3	C = 7	D = 7	E = -8	F = 3	G = 2	H = -13	I = 4	J = -3

38. O=C1COc2ccc(-c3csc(NCCc4ccccc4)n3)cc2N1
  A = 1	B = 0.1	C = 0	D = -8	E = 2	F = 10	G = 1	H = 3	I = 2	J = 0

39. O=C(COc1ccccc1Br)NCc1ccco1
  A = -3	B = 0.3	C = -4	D = -7	E = 3	F = -3	G = 3	H = 1	I = -2	J = -3

40. Cc1ccccc1NC(=S)NNC(=O)c1cccnc1
  A = 5	B = 0.2	C = -1	D = -8	E = 0	F = -2	G = -1	H = 2	I = 4	J = -3

Outcome played no part in choosing rows. Share with any hit: about 4.2%.
